EPAC1 antag: blocks human EPAC1 exchange factor; O95398; EPAC1 GEF assay, Rap1b-BODIPY-GDP exchange fluorescence; Potency, µM (highest dose often 115 µM), for the others: at the top dose activity change, negative = inhibition, hits mostly inhibitors; 0.14% of 360,000 active; AID 720709;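 also: potency is read from the fitted curve at half-maximal effect; plate controls were vehicle for no effect and positive control for full effect; nearly all actives have a fitted effect of over 50% in size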
Target sequence (O95398 whole entry, looked up): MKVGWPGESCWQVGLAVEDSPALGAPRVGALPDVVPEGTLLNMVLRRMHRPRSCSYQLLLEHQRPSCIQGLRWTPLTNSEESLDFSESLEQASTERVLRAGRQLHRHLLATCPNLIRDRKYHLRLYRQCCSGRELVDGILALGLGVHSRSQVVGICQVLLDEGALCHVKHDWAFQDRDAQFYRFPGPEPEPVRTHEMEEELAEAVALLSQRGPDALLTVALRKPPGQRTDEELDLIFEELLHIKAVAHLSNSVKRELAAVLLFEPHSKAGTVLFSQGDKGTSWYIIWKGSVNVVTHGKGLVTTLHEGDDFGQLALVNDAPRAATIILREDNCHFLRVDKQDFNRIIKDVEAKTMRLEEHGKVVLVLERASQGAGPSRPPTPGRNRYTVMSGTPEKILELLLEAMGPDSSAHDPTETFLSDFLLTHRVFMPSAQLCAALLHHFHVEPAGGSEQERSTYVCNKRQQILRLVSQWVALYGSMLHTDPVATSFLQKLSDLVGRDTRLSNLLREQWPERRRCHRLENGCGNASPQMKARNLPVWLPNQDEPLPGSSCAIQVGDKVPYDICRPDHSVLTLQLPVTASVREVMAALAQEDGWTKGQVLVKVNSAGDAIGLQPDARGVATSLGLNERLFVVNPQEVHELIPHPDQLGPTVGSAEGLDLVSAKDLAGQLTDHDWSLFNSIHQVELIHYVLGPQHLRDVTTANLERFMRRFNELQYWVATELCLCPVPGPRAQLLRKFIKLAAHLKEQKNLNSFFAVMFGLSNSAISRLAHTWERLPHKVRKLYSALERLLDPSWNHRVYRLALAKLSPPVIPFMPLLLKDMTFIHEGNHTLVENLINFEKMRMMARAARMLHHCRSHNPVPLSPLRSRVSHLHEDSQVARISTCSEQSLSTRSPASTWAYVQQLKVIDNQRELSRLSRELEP
IL2 activator: IL-2 activation; 0.065% of 360,000 active; activation, % (series mostly up to about 46 µM); IL-2 activation reporter assay, cell-based qHTS; stimulated with anti-CD3/CD4/CD28 beads; in transgenic mouse T cells; in the data active = activation above about 50%; inconclusive = mostly about 30% to 49%; also: 0% is about no effect
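EGFP and DsRed fluorescence is measured by plate cytometry in unstimulated transgenic mouse T cells exposed to compound for 60 minutes, then stimulated 18 hours at 37 degrees C with anti-CD3/anti-CD4 beads plus anti-CD28.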
Abeta yeast res: A-beta toxicity reversal in yeast; 0.063% of 410,000 active; yeast expressing A-beta42, growth rescue, OD600, 48 h; response scale: 0% DMSO, 100% iron-clioquinol control; AID 1347071; Potency, µM (doses to about 46.1 µM), without a hit: top-dose growth rescue, usual class: activators; also: potency is read from the fitted curve at half-maximal effect; nearly all actives have a fitted effect of over 55% in size
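Growth rescue measured by 600 nm absorbance after 48 h yeast culture at 30 C with compound. Values normalized between DMSO and an equimolar ferric chloride plus clioquinol control.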
PLK1 PBD block: PLK1 (human) polo-box domain binding inhibition | P53350 | Plk1 PBD binding of FITC phosphopeptide, fluorescence polarization | Potency, µM, without a hit: max response, negative = inhibition, hits mostly inhibitors | 2.8% of 360,000 active | AID 720504; also: potency is read from the fitted curve at half-maximal effect; series mostly up to about 57 µM; % is scaled to controls: 0 for no effect and ±100 for the full control effect; nearly all actives have a fitted effect of over 65% in size
EPAC1 ag: activates human EPAC1 exchange factor | 0.073% of 360,000 active | O95398 | Potency, µM (titrated, usually from 154 µM), without a hit: top-dose activation, actives largely listed as activators | EPAC1 agonist qHTS, biochemical assay; response scale: 100% = response to 6.5 mM cAMP; also: potency is read from the fitted curve at half-maximal effect; nearly all actives have a fitted effect of over 60% in size
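Fluorescent GDP-exchange assay: 100 nM EPAC1 with 250 nM Rap1B preloaded with BODIPY-GDP and 50 uM GDP; compounds tested as concentration series, 5 min at room temperature, then read every 5 min for 30 min (ex 480/em 540 nm); normalized to 6.5 mM cAMP.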
FUS suppressor: FUS proteinopathy suppression in yeast | AID 1347120 | Potency, µM (top dose mostly 76.6 µM), inactives show top-dose growth rescue (activation), most hits filed as activators | S. cerevisiae FUS-expressing, growth rescue, OD600, 24 h | 0.24% of 390,000 active;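 also: potency is read from the fitted curve at half-maximal effect; plate controls were DMSO vehicle for no effect and reference control for full effect; nearly all actives have a fitted effect of over 55% in size; some results filed as inactive show a strong effect at the top dose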
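Compound concentration series was pinned onto galactose-induced FUS-expressing yeast seeded at OD 0.005. Plates sat 24hr at 30C; absorbance at 600 nm gave growth. DMSO served as background control.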
aSyn rescue: alpha-synuclein toxicity inhibition in yeast; Yeast expressing alpha-synuclein, growth rescue, BacTiter-Glo, 24 h; Potency, µM (top dose mostly 46.1 µM), for inactives: at the highest dose growth rescue (activation), hits mostly activators; 0.14% of 370,000 active; AID 652106; also: potency is read from the fitted curve at half-maximal effect; % of control where 0% means no effect; nearly all actives have a fitted effect of over 65% in size
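Readout is rescue of growth in alpha-synuclein-expressing yeast, so inhibitors of toxicity appear as activators. Growth after 24 hr at 30 deg C in galactose medium is quantified by luminescence.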
PI5P4K alpha inh: PI5P4K alpha (human) kinase inhibition; 1.2% of 330,000 active; P48426; max response, %; PI5P4Kalpha enzyme, ADP-Glo luminescence, 60 min; stronger effect = lower value; active = max response of -50% or lower; inconclusive = between -30% and -50%; inactive = -30% or higher; also: value at the top dose of about 77 µM; % is scaled to controls: 0 for no effect and ±100 for the full control effect
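ADP-Glo luminescence end-point read after a 60 min room-temperature kinase reaction of PI5P4Kalpha plus substrate, initiated with ATP at 5 microM final. Buffer: 0.038 M HEPES pH 7.4, EGTA, 0.1% CHAPS, 5% DMSO.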
WRN inhibitor: inhibitors of human WRN helicase | Q14191 | Potency, µM (highest dose often 114 µM), for the others: top-dose activity change, negative = inhibition, hits mostly inhibitors | 0.46% of 360,000 active | WRN helicase unwinding, fluorescent forked duplex, kinetic; also: potency is read from the fitted curve at half-maximal effect; % is scaled to controls: 0 for no effect and ±100 for the full control effect; nearly all actives have a fitted effect of over 55% in size
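Fluorescence dequenching readout, ex 525 nm/em 598 nm, kinetic mode: forked duplex DNA (100 nM final) with adjacent fluorophore and quencher unwound by WRN (20 nM final) with 2 mM ATP. Compound preincubation 15 min, room temperature.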
* hit, by the source's call; ? = inconclusive; nt = not tested or not shown; [ ] = remark or other dose. Unless noted, calls follow the shape of the dose curve; as a rule, active = well fitted curve in the direction sought with a large enough effect; inconclusive = small, poorly fitted or top-dose-only effect, or another doubt; inactive = no such curve, though single readings can be large; an effect the other way counts as inactive or inconclusive.

entry	molecule	EPAC1 antag	IL2 activator	Abeta yeast res	PLK1 PBD block	EPAC1 ag	FUS suppressor	aSyn rescue	PI5P4K alpha inh	WRN inhibitor
1	COCCN1C=C(C(=O)OC)C(c2ccccc2C(F)(F)F)C(C(=O)OC)=C1	-9%	-0.2	10%	6%	-8%	17%	12%	1	-5%
2	Cc1nc2ccccc2nc1N/N=C/c1ccc(O)cc1O	-13%	-0.2	2%	-8%	5%	24%	?	3	-11%
3	O=C(C[C@@H]1C/C=C\CCC(=O)OC[C@@H]2CCCN2C1=O)NCCO	-7%	-0.7	1%	-15%	8%	-10%	-5%	-21	-3%
4	O=C(Nc1ccccc1C(=O)N1CCN(c2cccc(Cl)c2)CC1)C1=CSCCO1	-20%	-2.2	?	-22%	16%	7%	17%	4	-8%
5	Clc1ccc(-c2nc(-c3cc4cc(Cl)ccc4o3)cs2)cc1	-16%	0.3	-9%	-15%	2%	-17%	-2%	3	-2%
6	COc1cc(C(=O)O)cc(Br)c1OC1CCCC1	-5%	-1.1	-46%[inhibitor]	-9%	2%	-8%	-53%[inhibitor]	nt	-10%
7	Cc1cccc(C)c1NC(=O)c1cc(S(=O)(=O)N2CCc3ccccc32)cn1C	-18%	-1.5	-1%	-11%	11%	-22%	0%	-15	-4%
8	COc1cc(NS(=O)(=O)c2ccc(NC(=O)COc3ccccc3Cl)cc2)nc(OC)n1	2%	-2.1	31%	-20%	-5%	56%	14%	0	-26%
9	Cc1ccc(NC(=O)CSC2=NN3CCCC(=O)N=C3S2)cc1Cl	-29%	0.6	-3%	-10%	-4%	43%	-10%	-8	5%
10	CCn1c(SCC(=O)Nc2ccc3c(c2)OCCO3)nnc1-c1c[nH]c2ccccc12	-14%	-3.3	11%	2%	-6%	-13%	0%	-5	-6%
11	Cc1ccc([C@@H]2CC(=O)[C@@H]3CN(S(=O)(=O)c4ccc(C)cc4)[C@H](c4ccccc4)C[C@@H]3N2S(=O)(=O)c2ccc(C)cc2)cc1	-18%	1.5	-9%	0%	-13%	22%	-6%	-6	-2%
12	COC(=O)C(CCSC)NC(=O)C(NC(=O)C1CCC(C)CC1)C(C)C (configuration not stated)	-2%	-0.4	-6%	2%	-4%	-9%	-15%	21	2%
13	O=C(COC(=O)c1cccc(F)c1)Nc1cccc(S(=O)(=O)N2CCOCC2)c1	-9%	-1.1	3%	3%	-11%	-23%	0%	3	7%
14	Cn1c(=O)c(=O)n(C)c2cc(S(=O)(=O)N3CCN(C4CCCCC4)CC3)ccc21	0%	-0.2	-2%	-4%	2%	-18%	-13%	0	1%
15	COc1ccc(CC2(CO)CCN(S(=O)(=O)N(C)C)CC2)cc1	0%	-1.5	-9%	-12%	1%	-22%	-4%	1	15%
16	O=C(OCC(=O)N1CCCc2ccccc21)C1CCN(S(=O)(=O)c2cccs2)CC1	-17%	-2.6	23%	-1%	2%	1%	1%	1	-8%
17	CC1=C(C#N)C(c2ccc3ncccc3c2)C(C#N)=C(C)N1	3%	-2.2	-1%	-4%	-2%	19%	8%	nt	2%
18	CC(=O)c1cc(C(=O)NC2CCCc3c2cnn3-c2cc(C)cc(C)c2)[nH]n1 (configuration not stated)	10%	-0.3	15%	-9%	1%	29%	3%	-13	1%
19	Cc1ccc2c(CC(=O)OCC(=O)N(CC(C)C)c3c(N)n(Cc4ccccc4)c(=O)[nH]c3=O)coc2c1	-9%	1.1	-4%	-13%	-12%	14%	0%	-59*	-35%
20	Cc1ccc(NS(=O)(=O)c2cccs2)cc1S(=O)(=O)N1CCCCCC1	5%	1.5	?	7%	-1%	8%	1%	8	-7%
21	Cc1cccc(OCc2nc(C#N)c(N3CCCC3)o2)c1	7%	-5.1	8%	1%	6%	6%	?	3	10%
22	COc1cc(-n2c(=O)c3ccccc3n(CC(=O)OCc3ccccc3)c2=O)cc(OC)c1OC	-9%	3.3	6%	0%	-2%	-5%	-17%	-1	-1%
23	Cc1cc(C(=O)O)ccc1-c1ccc(/C=C2\NC(=O)N(Cc3ccc(F)cc3)C2=O)o1	-10%	0.4	nt	?	6%	-6%	0%	-24	?
24	CCc1ccc(/C=C2\SC(=S)N(CCCC(=O)Nc3nccs3)C2=O)cc1	10%	-2.8	0%	-5%	-5%	nt	-3%	2	7%
25	COc1ccc(S(=O)(=O)N2CCN(c3ncnc4c(-c5ccccc5)nsc34)CC2)cc1	-1%	-2.6	15%	-2%	-4%	1%	2%	0	-4%
26	COc1ccc(C(=O)NCc2ccco2)cc1S(=O)(=O)NC1CC1	31%[activator]	-0.4	1%	1%	0%	0%	-3%	1	-1%
27	Cc1ccc(NC(=O)Cn2ccc(=O)[nH]c2=O)cc1	-5%	-1.4	-9%	1%	-2%	-9%	0%	1	-15%
28	COc1cccc(Cl)c1NC(=O)N1CCN(c2cc(C)nc3ccccc23)CC1	13%	-0.4	3%	5%	0%	-12%	-1%	3	-12%
29	CC(C)N1CC(C(=O)Nc2ccc(Cl)c(Cl)c2)CC1=O (configuration not stated)	2%	-0.3	-9%	-24%	5%	-1%	-5%	0	10%
30	COc1ccc(-c2nnn(-c3ccc(Cl)cc3Cl)c2N)cc1	2%	-0.1	-15%	0%	0%	-13%	10%	-6	3%
31	CCOC(=O)c1cc(-c2ccccc2)sc1NC(=O)C(C)OC(=O)c1cccnc1OCC (configuration not stated)	-18%	-4.1	-3%	-13%	0%	23%	-1%	4	-4%
32	CC1(C(=O)NS(=O)(=O)Cc2ccccc2)CCN1C(=O)c1ccc(C2CCCCC2)cc1 (configuration not stated)	11%	2.2	-11%	-1%	1%	0%	-46%[inhibitor]	-2	12%
33	Brc1ccc(COc2cccc3cccnc23)cc1	-16%	1.1	10%	2%	2%	-17%	-23%	4	2%
34	C=Cn1cc[n+](CC(=O)c2ccc(Cl)cc2)c1	-27%	-0.8	14%	1%	6%	13%	1%	-7	1%
35	O=C1CCC(C(=O)OCc2ccccc2)N1 (configuration not stated)	-4%	12	-2%	-7%	6%	13%	1%	nt	-1%
36	c1ccc2nc3c(ccc4ccccc43)cc2c1	-19%	-0.3	-18%	-8%	5%	9%	-9%	38	-7%
37	COC(=O)C1CCN(S(=O)(=O)c2ccc(Br)s2)CC1	-4%	-0.3	7%	-4%	2%	nt	12%	-12	-4%
38	Cc1ccc(C(NC(=O)/C=C\c2ccc3c(c2)OCO3)C(=O)Nc2ccc3c(c2)OCO3)cc1 (configuration not stated)	-15%	-3.1	-22%	-6%	10%	23%	-5%	9	0%
39	CCC(C)n1cnc2c(c1=O)c1nc3ccccc3nc1n2Cc1ccccc1OC (configuration not stated)	8%	1.3	1%	-10%	5%	-24%	-3%	-3	9%
40	CCOC(=O)Cc1csc(SCC(=O)NC2CCC(C)CC2)n1 (configuration not stated)	-23%	-1.7	-11%	-12%	0%	5%	-13%	7	-6%
41	CC(Sc1nnc2ccccn12)C(=O)Nc1ccc2c(c1)OCCO2 (configuration not stated)	-2%	3.1	-11%	-20%	1%	-9%	5%	-4	7%
42	Cc1ccc(NC(=O)CSCC(=O)Nc2cc(Cl)ccc2N2CCN(C)CC2)cc1	-2%	-3.5	0%	2%	2%	6%	1%	18	-4%
43	O=C(COC(=O)/C=C/c1ccc(Cl)c(Cl)c1)NC1CCCC1	17%	0.3	-3%	0%	-8%	3%	-13%[1.84 µM]	5	-3%
44	CC(=O)NC(c1cccc(F)c1)c1nc(-c2cccc(C(F)(F)F)c2)cs1 (configuration not stated)	-15%	1.8	16%	-3%	-15%	-1%	0%	23	-8%
45	N#Cc1ccc(CN2CCN(C(=O)CNC(=O)Cc3ccccc3)CC2)cc1	-24%	-2.1	-2%	-5%	0%	1%	-4%	2	-6%
46	C[C@@H]1O[C@@H](O[C@H]2[C@H](O)[C@@H](O)[C@H](Oc3c(-c4ccc(O)cc4)oc4cc(O)cc(O)c4c3=O)O[C@@H]2CO)[C@H](O)[C@H](O)[C@H]1O	-1%	1.8	2%	-12%	-12%	-12%	0%	2	3%
47	Cc1cc(=O)oc2cc(OCC(O)CN3CCc4ccccc4C3)ccc12 (configuration not stated)	-5%	1.8	-4%	-13%	-11%	31%	-1%	8	-19%
48	CCc1ccc(N(CC(=O)NCc2cccnc2)S(=O)(=O)c2ccccc2)cc1	4%	-0.6	-5%	-2%	-2%	5%	-1%	2	12%
49	Cc1ccc(Cl)c(OCC(=O)OCC(=O)c2ccc[nH]2)c1	2%	-5.4	7%	3%	9%	nt	-1%	-14	4%
50	COc1ccc(CN2C(=O)C(CC(=O)NC(c3ccccc3)c3ccccc3)CC(C(=O)N(C(C)C)C(C)C)=C2C)cc1 (configuration not stated)	7%	1.0	-7%	-3%	16%	44%	0%	-4	0%
51	CCOC(=O)C1=C(CN2CCc3ccccc32)NC(=O)NC1c1ccc(Cl)cc1 (configuration not stated)	-14%	-2.8	11%	-10%	22%	?	15%	nt	-25%
52	Cn1cc(S(=O)(=O)Nc2cccc(F)c2)c(=O)n(C)c1=O	?	-1.4	9%	5%	-4%	-19%	-8%	-1	5%
53	COc1ccc(S(=O)(=O)Nc2cc3c4c(c2)CC(=O)N4CCC3)cc1C	4%	1.2	-2%	-7%	-2%	30%	-9%	-14	7%

High-throughput results deposited in PubChem by National Center for Advancing Translational Sciences (NCATS).

Not a hit list, and some 4.1% of all compounds hit somewhere here.
